# DUSP3 inh: blocks the human dual specificity phosphatase VHR1; P51452; recombinant VHR phosphatase, colorimetric substrate read-out; inhibition, % at 20 µM; hit rate 0.7% among 50,000; in the data active means inhibition above about 60%; further: some results filed as inactive read as strong as hits
# Target sequence (P51452 whole entry, looked up): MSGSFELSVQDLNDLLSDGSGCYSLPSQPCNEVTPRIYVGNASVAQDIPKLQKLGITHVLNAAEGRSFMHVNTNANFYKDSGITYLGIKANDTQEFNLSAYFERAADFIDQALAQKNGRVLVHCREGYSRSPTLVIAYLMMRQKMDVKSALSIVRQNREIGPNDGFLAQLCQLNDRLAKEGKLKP
# Starred values were filed as active, the others as inactive; & = joins results of further samples.
mol | DUSP3 inh
CC(C)Oc1ccccc1NC(=O)c1cccs1 | -8.7
Cc1ccc2nc(-c3ccc(O)cc3)sc2c1 | 12.5
COC(=O)c1sc2nc(-c3ccccc3)nc(N3CCOCC3)c2c1C | 26.6
Cc1ccnc(NC(=O)CCCOc2ccc(Cl)cc2Cl)c1 | -3.0
COc1ccc(C2/C(=C(/O)c3ccc(C)cc3)C(=O)C(=O)N2CCCCCC(=O)O)cc1 (stereo unspecified) | 11.3
O=C(Nc1cccnc1)Nc1ccccn1 | -11.7
C#CCn1cc(/C=C2\C(=O)NC(=O)N(c3ccc(C)cc3)C2=O)c2ccccc21 | 11.1
O=c1cc(-c2ccccc2)[nH]n1-c1ccccc1 | 25.7
COc1ccc(C2CC(=O)C3=C(C2)Nc2ccccc2NC3c2cc(OC)c(OC)cc2Br)cc1 (stereo unspecified) | -9.4
O=C(c1ccc(Cl)cc1)N1CCC(Cc2ccccc2)CC1 | 11.2
CCOc1ccccc1NC(=O)C(=O)NCc1ccncc1 | -0.9
O=C(CSc1nnnn1-c1ccccc1)c1ccc(-c2ccccc2)cc1 | -1.5
O=C(CC(C(=O)O)C1CCCO1)NCc1ccccc1 (stereo unspecified) | 4.4
CC1=CC(C)(C)Nc2ccc(OC(=O)C(C)N3C(=O)c4ccccc4C3=O)cc21 (stereo unspecified) | 13.3
O=C(NCC1CCCO1)c1cc2ccccc2oc1=O (stereo unspecified) | -4.2
COc1ccccc1N1CCN(/N=C/C=C\c2ccco2)CC1 | -13.0
S=c1[nH]nc(-c2ccc(Cl)cc2Cl)n1-c1ccccc1 | 43.9
Cc1cc(C(F)(F)F)nn1CC(=O)Nc1sc2c(c1C#N)CCCC2 | -3.2
Oc1ccc(Br)cc1CN1CCN(Cc2ccc(F)cc2)CC1 | -16.7
CCOc1ccc2c(c1)-c1c(ssc1=S)C(C)(C)N2C(=O)c1ccc(OC)c(OC)c1 | 10.2
CC(=O)Nc1sc2c(c1C(N)=O)CCC(C)C2 (stereo unspecified) | 2.7
COc1ccccc1NCn1nnc2ccccc21 | -2.3
O=C(NN1C(=O)/C(=C/c2cccc(O)c2)SC1=S)c1ccccc1O | -6.4
CS(=O)(=O)N(CC(=O)O)c1cc(Cl)cc(Cl)c1 | -23.4
CC(C)(C)c1ccc(S(=O)(=O)N/N=C/C=C/c2ccco2)cc1 | -1.6
CC1=C(C(=O)OCC2CCCO2)C(c2ccc(Cl)c(Cl)c2)NC(=O)N1 (stereo unspecified) | -33.1
O=C(O)CCN1C(=O)c2ccc(C(=O)c3cccc([N+](=O)[O-])c3)cc2C1=O | -18.5
Cc1c(Cl)cccc1N=C1NC(=O)/C(=C/c2ccc(-c3ccccc3C(=O)O)o2)S1 | 86.4*
Cc1ccc(-n2[nH]c(C)c(C=O)c2=O)cc1 | -24.1
Cc1ccc(N(CC(=O)NC2CCCC2)S(=O)(=O)c2ccccc2)cc1 | 1.1
Cc1cc([N+](=O)[O-])ccc1N=Cc1cccc(O)c1O | 5.5
O=C(NCCO)C(=O)NCc1ccco1 | -20.3
O=c1[nH]c(SCCOc2ccccc2F)nc2ccccc12 | -19.2
CC(C)=CC1C(C(=O)Nc2ccc(Br)cn2)C1(C)C (stereo unspecified) | 11.3
O=C(COc1ccccc1[N+](=O)[O-])N=Nc1c(O)[nH]c(=O)[nH]c1=O | -23.0
Cc1ccc(OCCCCN2CCCCC2)c(Cl)c1 | -9.6
O=C1CC(N2CCN(c3ccccc3F)CC2)C(=O)N1c1ccccc1 (stereo unspecified) | -14.4
COc1ccccc1CNC(=O)c1cccc([N+](=O)[O-])c1C | -19.7
O=C(N/N=C/c1cc2c(cc1Cl)OCO2)/C(=C\c1ccc2c(c1)OCO2)NC(=O)c1ccccc1 | 6.2
CCCOc1ccccc1NC(=O)CC1Sc2ccc(C(F)(F)F)cc2NC1=O (stereo unspecified) | -25.0
O=[N+]([O-])c1ccc2nc3c([nH]c4ccccc43)c(Cl)c2c1 | 2.5
CC(=O)Nc1ccc(C(=O)Nc2ccc(Br)cc2C)cc1 | -5.0
CCCOc1cc2oc(=O)c3c(c2cc1Cl)CCCC3 | -3.9
O=S(=O)(c1ccc2ccccc2c1)N1CCc2ccccc2C1 | -25.1
O=C(O)c1ccccc1-c1ccccc1C(=O)Nc1ccc(Br)cn1 | 3.0
COc1cc(/C=C2\C(=O)NN(c3ccccc3)C2=O)cc(Br)c1OCC(=O)O | 35.5
C=CCc1c(C)nc(-c2ccccc2)nc1Nc1ccc(C(=O)O)cc1 | -7.3
COc1ccc(C(=O)Oc2ccc3c(C)cc(=O)oc3c2C(C)=O)cc1OC | -4.1
O=C(N/C(=C/c1cccs1)C(=O)N1CCCCCC1)c1ccccc1 | 16.3
Cc1ccccc1C(=O)Nc1cccc(N)c1 | 3.6

# Continued.
mol | DUSP3 inh
COc1ccc(Br)cc1C(=O)Nc1ccc(-c2nc3cc(C)c(C)cc3o2)c(O)c1 | 5.1
COc1ccccc1CC(=O)Nc1cc([N+](=O)[O-])ccc1C | 0.4
CCOC(=O)c1ccccc1NC(=O)c1sc(NC(=O)C2CC2)c(C(=O)OCC)c1C | -11.8
Cc1cc(C)cc(N=Cc2ccc(OC3CSC3)cc2)c1 | -5.4
COc1ccc(C(=O)Nc2ccccc2C(=O)N2CCOCC2)cc1 | -5.3
O=C1CCC(C(=O)NCc2cccnc2)N1 (stereo unspecified) | -22.0
CCOc1ccc(NC(=O)C2=C(C)NC(=O)NC2c2ccc(C)cc2)cc1 (stereo unspecified) | -13.7
CCOC(=O)C1CCN(C2CC(=O)N(c3cccc(Cl)c3)C2=O)CC1 (stereo unspecified) | 37.6
N/C(=N\OC(=O)c1ccc([N+](=O)[O-])cc1Cl)c1cccc([N+](=O)[O-])c1 | -20.2
COc1ccc(C(=O)NCC(C)c2ccccc2)cc1OC (stereo unspecified) | -33.5
O=C(NCc1ccccc1)C(O)(c1ccc(F)cc1)c1ccc(F)cc1 | -11.1
O=C(NC1CCCCC1)c1cccc(C(F)(F)F)c1 | -41.6
COc1ccccc1/C=C1\SC(=S)N(c2cccc(C)c2)C1=O | -103.8
O=C(Cc1ccc(Br)cc1)N1CCN(c2ccc(F)cc2)CC1 | -24.1
Cc1cc(/C=N/n2cnnc2)c(C)n1-c1cccc(Cl)c1 | 0.9
N#Cc1c(Nc2ccccc2)ccnc1N1CCN(c2ccccc2)CC1 | -2.7
O=C(Nc1ccccc1O)c1ccc(C(=O)c2ccccc2)o1 | -9.7
O=c1c2ccccc2nc(Cc2ccccc2)n1Nc1ccccc1 | 1.1
NC(=O)c1c(NC(=O)CCc2ccccc2)sc2c1CCCCCC2 | 12.5
CN1C(=O)/C(=C/c2ccc(OC(=O)c3ccco3)cc2)SC1=S | -10.6
COc1cc(NC(=O)c2ccc([N+](=O)[O-])cc2)ccc1NC(=O)c1cc2ccccc2o1 | -0.3
COc1ccc(N2C(=O)NC(=O)/C(=C/c3ccc(-c4ccc(F)cc4)o3)C2=O)cc1 | 11.3
Cc1ccoc1C(=O)Nc1ccccc1 | -3.4
O=C(Nc1ccc(-c2ccccc2)cc1)c1ccc(Br)cc1 | -4.7
C=CCn1c(SCCC)nc2sc3c(c2c1=O)CCc1ccccc1-3 | -3.3
CCCCCn1c(=O)c(C(=O)Nc2nc(C)cs2)c(O)c2ccccc21 | -5.5
CN(C)CCOC(=O)CCN1C(=O)/C(=C/c2ccc(Cl)cc2Cl)SC1=S | -1.5
CCCCOc1ccc(-c2ccc(C(N)=O)cc2)cc1 | 8.6
COc1ccc(OCCNc2cc(N3CCN(CCO)CC3)ccc2[N+](=O)[O-])cc1 | -4.6
CCOC(=O)c1ccc(NC(=O)C2CN(S(=O)(=O)c3ccccc3)CCN2S(=O)(=O)c2ccccc2)cc1 (stereo unspecified) | -7.2
CN(C)CCNCC12CC3CC(CC(C3)C1)C2 | 1.0
Cc1cc(C)cc(NC(=O)Cn2cc(C=O)c3ccccc32)c1 | -4.3
COC(=O)c1c(-c2ccc(C3CCCCC3)cc2)csc1N | -19.0
COc1ccc(CN2CCN(Cc3ccccc3C(F)(F)F)CC2)cc1 | -7.9
O=C(Nc1ncc(Cc2ccc(F)cc2)s1)c1ccc(OCc2ccccc2)cc1 | 4.7
CCc1c(C)sc(NC(=O)c2ccc([N+](=O)[O-])cc2Cl)c1C(N)=O | -13.4
CCN1C(=O)c2cccc3c(NC(=O)c4cccs4)ccc1c23 | -49.7
CCOC(=O)c1ccc(NC(=O)CCCOc2ccc(Cl)cc2Cl)cc1 | -11.3
COC(=O)C1=C(C)NC(C)=C(C(=O)OC)C1c1ccc(OC)cc1 | 1.5
CN(C)c1ccc(/C=C2\N=C(c3cccc(Cl)c3)OC2=O)cc1 | -15.1
Cc1ccc(S(=O)(=O)/N=C2/C=C(Sc3nnnn3-c3ccccc3)C(=O)c3ccccc32)cc1 | 25.9
Cn1c2c(c3cc(F)ccc31)CCCC2=O | -7.2
Cc1ccc(C(O)(c2ccccc2)c2ccccc2C(C)N(C)C)c(C)c1 (stereo unspecified) | -35.7
N#CC1=C(SCc2ccccc2)NC(=O)C(C#N)C12CCCCC2 (stereo unspecified) | -9.3
O=C(O)CCC(=O)Nc1cc(Cl)cc(Cl)c1 | 11.1
Cc1n[nH]c(C)c1CCC(=O)N/N=C\c1ccc(Cl)c(Cl)c1 | 11.0
CCOC(=O)C1=C(C)NC2=C(C(=O)CC(C)(C)C2)C1c1ccc(OCc2ccc(C)cc2)c(OC)c1 (stereo unspecified) | 6.4
CCOc1cc(C2C3=C(CC(C)(C)CC3=O)Nc3ccccc3N2C(=O)c2ccccc2)ccc1O (stereo unspecified) | 5.9
COc1cc(-c2nc3ccccn3c2/N=C/c2ccccc2)ccc1O | -5.5
COC(=O)C1=C(C)N=c2s/c(=C/c3ccc(Cl)cc3)c(=O)n2C1c1ccccc1 (stereo unspecified) | -25.9

# The list continues.
mol | DUSP3 inh
COc1ccc(CCC(=O)NCc2ccc(Cl)c(Cl)c2)cc1 | -31.3
O=S(c1ccc2ccccc2c1)N1CCOCC1 (stereo unspecified) | -20.2
COc1ccccc1/C=N/NC(=O)c1cc(-c2ccc3ccccc3c2)n[nH]1 | -19.8
O=C(O)c1cccc(N2C(=O)c3ccc4c5c(ccc(c35)C2=O)CC4)c1 | 26.1
COc1ccc(CSc2nnc(C)s2)cc1F | 5.6
CC1CCN(CCC(=O)N/N=C/c2ccc([N+](=O)[O-])cc2)CC1 | 11.3
Cc1ccccc1C(=O)Nc1c(C(=O)N2CCN(C)CC2)cnn1-c1ccccc1 | -16.2
COc1ccc(N(CC(=O)NC23CC4CC(CC(C4)C2)C3)S(=O)(=O)c2ccccc2)cc1 | -9.0
COc1ccc(/C=C/C(=O)Nc2ccc(-c3ccccc3)cc2)cc1OC | -7.6
CCOC(=O)C(CC)Oc1ccc2c(C)cc(=O)oc2c1 (stereo unspecified) | 5.1
Cc1c(N(CC(=O)O)S(=O)(=O)c2ccccc2)c(=O)n(-c2ccccc2)n1C | -2.2
O=C(CN1CCN(CCN2C(=O)c3cccc4cccc(c34)C2=O)CC1)c1ccc(F)cc1 | 13.2&-1.0
c1ccc(C2CC3CC(c4ccccc4)N2O3)cc1 (stereo unspecified) | -9.1
CCCc1ccc(C(=O)N2c3ccccc3C(Nc3ccccc3)CC2C)cc1 (stereo unspecified) | -28.6
CCc1cc2c(=O)n(-c3ccccc3)c(SCC(=O)c3ccc(OC)cc3)nc2s1 | -34.4
CCOC(=O)c1c(NC(C)=O)sc(I)c1-c1ccccc1 | -3.7
COC(=O)C1=C(C)NC2=C(C(=O)c3ccccc32)C1c1ccccc1OCc1ccc(Cl)cc1Cl (stereo unspecified) | 1.8
O=C1N=C(N2CCOCC2)S/C1=C\c1cccc(O)c1 | -16.2
COc1cc(C2C3C(=O)N(c4ccccc4C(F)(F)F)C(=O)C3ON2c2ccccc2)ccc1O (stereo unspecified) | 6.1
O=C(NC(=S)NC1CCSC1=O)c1ccc(Cl)cc1Cl (stereo unspecified) | -3.4
COC(=O)CCC(=O)Nc1cccc(Br)c1 | -10.6
N#CCc1ccc(NC(=O)c2cc(Cl)cc(Cl)c2O)cc1 | -6.1
CC(=Nc1ccc(C)cc1)c1c(O)n(C)c(=O)n(C)c1=O | 6.4
COc1ccc(CCNC(=O)CN(c2cccc([N+](=O)[O-])c2)S(=O)(=O)c2ccccc2)cc1OC | -2.4
COC(=O)c1ccc(C(=O)OC)c(NC(=O)C(C)(C)C)c1 | 5.2
O=[N+]([O-])c1cccc(Nc2ccccc2)c1 | 0.5
O=C(N=Nc1c(O)n(CN2CCCCCC2)c2ccc(Br)cc12)c1cccnc1 | -15.8
O=C(CSC1=NCCS1)n1c2ccccc2c2ccccc21 | 4.2
CCCC1CCc2nc3ccccc3c(C(=O)O)c2C1 (stereo unspecified) | -29.0
CC(C)C(=O)Nc1cccc(-c2nc3cc(Cl)cc(Cl)c3o2)c1 | 4.8
Cc1ccccc1/C(N)=N/OC(=O)c1ccc(C)c([N+](=O)[O-])c1 | -14.0
CCn1cc(/C=C2/C(=O)NN(c3ccccc3)C2=O)c2ccccc21 | -8.4
O=C(Cc1ccccc1)N1N=C(c2ccc(Cl)cc2)CC1(O)C(F)(F)F (stereo unspecified) | -9.2
O=[N+]([O-])c1ccc(CSc2nnnn2-c2ccccc2)cc1 | -12.0
NC(=O)C1CCN(C(=O)c2ccccc2NC(=O)c2ccccc2Br)CC1 | -7.8
O=[N+]([O-])c1ccccc1S(=O)(=O)NCCc1ccccc1 | -25.0
COc1ccc(C(=O)N2CCN(S(=O)(=O)c3ccccc3)CC2)cc1 | -6.7

# These rows are one share of the data, so the mix of outcomes need not match the whole.
